Source: PubChem BioAssay
EBV gp42 block – inhibitors of Epstein-Barr virus glycoprotein 42 | AID 1085 | Fluorescence polarization binding assay, mP read-out | inhibition, % (tested at 21.74 µM) | Q1HVG2 | 220,000 compounds, 0.42% hits; in the data active = inhibition above about 50%
Target sequence (Q1HVG2 whole entry, looked up): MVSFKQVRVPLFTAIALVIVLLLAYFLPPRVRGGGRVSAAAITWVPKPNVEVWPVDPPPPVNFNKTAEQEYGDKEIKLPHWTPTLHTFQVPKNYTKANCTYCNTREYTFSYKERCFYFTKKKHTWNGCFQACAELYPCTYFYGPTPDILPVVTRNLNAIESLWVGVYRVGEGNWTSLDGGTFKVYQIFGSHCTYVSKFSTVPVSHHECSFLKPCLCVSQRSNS
TRPML3 agonist – human mucolipin-3 channel agonism; 220,000 compounds, 0.29% hits; AID 1448; activation, % at 3 µM; HEK293 TRPML3-YFP, Fluo-8 calcium fluorescence; 100% = the carbachol control signal;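 active = activation above its plate's cutoff, the mean activation of the plate's test wells plus 3 SD, cut at about 12% in these data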;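 also: 0% = DMSO only wells and 100% = carbachol wells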
Target sequence (Q8TDD5 whole entry, looked up): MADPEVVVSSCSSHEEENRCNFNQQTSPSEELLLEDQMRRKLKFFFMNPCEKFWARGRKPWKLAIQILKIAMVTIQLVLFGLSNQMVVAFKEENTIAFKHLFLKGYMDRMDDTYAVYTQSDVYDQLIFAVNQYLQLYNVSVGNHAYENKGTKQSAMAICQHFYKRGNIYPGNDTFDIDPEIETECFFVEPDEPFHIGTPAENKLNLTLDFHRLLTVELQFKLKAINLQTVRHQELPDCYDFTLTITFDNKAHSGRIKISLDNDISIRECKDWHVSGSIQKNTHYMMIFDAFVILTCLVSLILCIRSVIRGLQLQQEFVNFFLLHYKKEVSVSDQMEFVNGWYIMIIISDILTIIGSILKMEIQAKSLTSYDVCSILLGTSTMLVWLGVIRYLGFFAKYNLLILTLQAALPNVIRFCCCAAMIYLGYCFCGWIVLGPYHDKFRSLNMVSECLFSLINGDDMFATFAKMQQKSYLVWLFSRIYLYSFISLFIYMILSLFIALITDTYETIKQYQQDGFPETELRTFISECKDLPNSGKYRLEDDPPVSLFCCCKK
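Test system: HEK293 cells stably carrying human TRPML3-YFP; Doses: single dose, 3 µM final nominal compound, 0.3% DMSO final; Schedule: dye loading 1 h 37 °C then 30 min ambient, 125 s read; Technique: Fluo-8 calcium fluorescence; Benchmarks: high control carbachol 87 µM, low control DMSO.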
zfTRPN1 agonist – activates the zebrafish TRPN1 channel; AID 1424; 220,000 compounds, 0.18% hits; activation, % at 3 µM; HEK293 zebrafish TRPN1-YFP, Fluo-8 calcium fluorescence; 100% = response to 87 µM carbachol;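 active = activation above its plate's cutoff, the mean activation of test wells on that plate plus 3 SD, cut at about 19% in these data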;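 also: 0% = DMSO alone and 100% = 87 µM carbachol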
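Material – zebrafish TRPN1-YFP in HEK293 cells · Doses – 3 µM single point · Schedule – dye 1 h 37 °C plus 30 min RT · Signal – Fluo-8 calcium fluorescence, excitation 470-495 nm, emission 515-575 nm · Read-out – % activation versus carbachol response · Control set – carbachol high, DMSO low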
Cl transport mod – modulates chloride dependent transport by human KCC2; B-score of Tl+ flux slope (higher = more flux/activation; lower = inhibition) at 10 µM; 190,000 compounds, 2.2% hits; KCC2 cells, thallium flux FluoZin-2 fluorescence;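 active = thallium flux slope and its plate-corrected score both differing from the plate sample mean at a set confidence after two filtering rounds, in either direction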;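 also: slope of fluorescence scaled to starting intensity during 10 to 20 s after thallium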
Thrombin inh – blocks human thrombin protease activity | P00734 | 220,000 compounds, 0.26% hits | alpha-thrombin, Boc-VPR-AMC fluorogenic substrate cleavage | inhibition, % at 5 µM;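 active = inhibition at or above 40%; inactive = inhibition below 40%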;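 also: 0% = enzyme with no compound and 100% = wells without enzyme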
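Material: human alpha-thrombin protein; Also added: Boc-VPR-AMC substrate, 15 µM final; Timing: enzyme reaction carried out at room temperature; Signal: fluorescence, ex 355 nm, em 460 nm; Measure: % inhibition of thrombin; Controls: enzyme without compound as high, wells lacking enzyme as low.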
PPC-1+TRAIL kill – PPC-1 cancer cell killing with TRAIL present; PPC-1 cells + TRAIL, ATPLite viability luminescence; cell killing (% activity), % at 4 µM; 220,000 compounds, 0.41% hits;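 active = cell killing above 50% in the first pass at 4 µM, then a duplicate retest at 5 µM averaging 50% or more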;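 also: plate controls were cells with TRAIL plus DMSO for no effect and medium-only wells lacking cells for full effect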
Furin inh – inhibitors of human furin | P09958 | purified furin, fluorogenic substrate cleavage | inhibition, % at 30 µM | 220,000 compounds, 0.061% hits; in the data active = inhibition above about 25%; also: inactives centre near -15
Calpain2 inh – calpain II (pig) inhibition; purified calpain II, fluorogenic peptide substrate, 30 min; inhibition, % at 16 µM; 220,000 compounds, 0.37% hits;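 active = inhibition above about 50%, limit read from the data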
Tb hexokinase – T. brucei hexokinase 1 inhibition | recombinant TbHK1, G6PDH-coupled NADH A340 | inhibition, % at 10 µM | 220,000 compounds, 0.11% hits;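 active = inhibition of 50% or more in the single-dose primary screen; inactive = inhibition below 50%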
* = called active by the depositor; i = inactive; · = not tested or not shown; [ ] = another dose, or the depositor's remark.

molecule,Tb hexokinase,zfTRPN1 agonist,Cl transport mod,Furin inh,TRPML3 agonist,Calpain2 inh,EBV gp42 block,PPC-1+TRAIL kill,Thrombin inh
CC(C)Cn1nc(NC(=O)c2ccco2)c2cc3ccccc3nc21,-3.4,-0.5,3.83,-1.9,0.1,-89.1,-0.2,-4.9,-4.6
Cc1nn(C)c(C)c1S(=O)(=O)Nc1ccc2c(c1)OCO2,-6.4,1.1,·,-21.6,0.3,-14.2,-10.6,20.6,-0.7
O=C(COC(=O)Cc1ccc(F)cc1)NCc1ccco1,5.2,0.5,-0.356,-37.9,-0.5,-40.9,-13.7,-5.0,-24.5
COc1ccc(COc2cccnc2N)cc1,-7.8,-0.6,·,-7.4,0.4,18.3,-3.2,-8.7,0.2
CC(C)c1ccc(S(=O)(=O)c2ccc(NN)cc2)cc1,1.2,1.6,-0.874,-2.7,0.6,19.5,-4.3,6.5,-7.1
CCOC(=O)C(C)Sc1ncnc2c1nnn2-c1ccc(F)cc1 (stereo not drawn),1.1,-0.6,·,-19.1,-1.2,-20.3,-6.0,8.1,1.8
Cc1ccc(NC(=O)/C=C\C(=O)O)c([N+](=O)[O-])c1,-3.3,-0.7,0.172,-1.2,-0.6,-0.8,1.1,-0.6,5.1
Cc1cccc(C)c1NC(=O)CC(NCCc1ccccc1)C(=O)O (stereo not drawn),2.1,2.1,1.11,-19.0,0.1,-2.1,-9.1,27.9,0.4
CCOC(=O)C1CCN(c2c(NCCC(C)C)c(=O)c2=O)CC1,-7.8,0.2,-0.0355,-12.0,0.5,-1.1,-14.8,-18.8,-0.7
CCCCOC(=O)c1ccc(-c2ccc(/C=N/NC(=S)NCC)o2)cc1,-33.3,-0.5,0.792,-14.8[20 µM],0.8,6.9,-21.8,17.3,2.4
CC(C)N(C(=O)Cn1cc(SCC(=O)NCc2ccco2)c2ccccc21)C(C)C,3.2,-0.8,0.814,-24.3,-0.2,-38.0,0.7,-0.1,-5.9
CCOc1ccc(NC(=O)CN(Cc2ccccc2)S(C)(=O)=O)cc1,4.7,-0.2,0.0676,-12.6[20 µM],-0.2,-11.4,-27.8,6.1,2.3
COc1ccc(OC)c(NC(=O)Cn2c(CCC(=O)O)ccc2-c2cccs2)c1,-2.8,0.2,-0.541,-9.0[20 µM],0.1,-2.9,-13.0,34.1,1.1
Cn1c(=NC(=O)CSCC(=O)N2CCOCC2)sc2ccccc21,-7.0,0.8,-0.0909,-24.9[20 µM],0.8,-28.6,-4.3,11.5,-8.0
CCCCn1c(SCC(=O)Nc2cc(C)[nH]n2)nc2ccsc2c1=O,2.6,0.2,-0.639,1.1,0.2,-7.4,8.1,1.8,-0.5
Cc1cc(C)n(-c2ccc(Cl)c(C(=O)OCC(N)=O)n2)n1,-6.7,-1.2,0.272,-13.5[20 µM],0.6,-31.2,-22.3,-10.1,-0.6
CCCn1nnnc1SCC(=O)NCc1ccc2c(c1)OCO2,3.1,-0.2,-1.56,-16.7,0.9,4.6,-14.2,11.5,-3.4
CN(C)C(=O)CCSc1nnc(-c2ccncc2)o1,1.7,2.1,0.17,-26.4,1.1,-32.5,-23.1,16.0,9.8
COc1ccc(C2NS(=O)(=O)N=C2N)cc1 (stereo not drawn),0.8,0.5,0.667,-26.3,0.3,-32.3,-27.5,6.5,4.8
COc1ccc(C2SCCN2C(=S)Nc2ccc(F)cc2)cc1 (stereo not drawn),4.9,3.0,1.74,-9.7,1.1,2.6,-4.4,3.0,-0.9
Cc1ccc(NC(=O)CSCC#N)cc1,-1.9,1.3,·,-13.1[20 µM],0.5,-47.1,-15.7,-7.4,1.2
Nc1ccc2oc(=O)c3ccccc3c2c1,-24.6,0.6,0.422,-9.2,0.8,22.6,19.3,1.8,-3.7
COc1cc(CNCCN2CCOCC2)ccc1OCc1ccc(Cl)cc1Cl,6.5,0.8,0.0829,-12.7[20 µM],1.9,-17.8,-5.9,22.6,1.0
CCC1=NN2C(=N)/C(=C\c3ccc(SCc4ccco4)o3)C(=O)N=C2S1,-1.4,5.5,·,-4.2[20 µM],2.3,-36.0,-7.9,17.6,-3.4
C=CCOC(=O)C1=C[C@@H](c2csc3ccccc23)C[C@@H](OCc2ccc(CO)cc2)O1,-11.2,1.3,-1.98,-3.9,-0.2,2.0,0.1,6.7,-3.4
O=C(C(c1ccccc1)c1ccccc1)N1CCN(c2ccccn2)CC1,-0.8,-1.7,0.525,-15.5,0.8,-1.4,8.0,2.7,4.5
Cc1cccc(OCC(=O)Nc2sc3c(c2C#N)CCC3)c1,-3.5,0.2,·,-18.3[20 µM],0.1,-16.0,-9.3,20.5,-12.5
COc1cccc(C2=NOC(C(=O)Nc3ccc(OC)c(OC)c3)C2)c1 (stereo not drawn),25.0,0.2,0.101,-7.1,-0.1,25.5,-9.8,7.3,-0.6
CC(=O)c1ccc(N2CCC(C(=O)O)CC2)cc1,-24.7,1.2,0.00772,-20.8,-0.6,16.7,-17.5,-14.0,-6.9
O=C(NC12CC3CC(CC(C3)C1)C2)N1CCN(C2CCCCC2)CC1,-5.5,0.9,1.12,-33.5,1.8,-20.2,-7.5,24.9,0.9
CCOCCCNCc1ccc(OC)c(OC)c1,-0.8,-0.6,0.52,-20.2,0.7,11.7,6.3,7.1,-4.6
Cc1cc(Cl)ccc1OC(C)C(=O)NCCc1ccc2c(c1)OCCO2 (stereo not drawn),-1.4,-0.8,-2.42,-15.5,0.2,3.8,-3.9,10.3,0.6
CCC(=O)N1CCN(c2ccc(NC(=O)COc3ccccc3Cl)cc2)CC1,-7.2,2.5,·,-12.4[20 µM],5.5,-27.4,-17.9,13.0,-0.2
CC(C)(C)NC(=S)N/N=C/c1cccnc1,-29.9,0.5,0.307,9.1,0.5,-5.4,-9.5,-3.3,-9.5
Nc1ccc(C(=O)Nc2ccc(Nc3ccncc3)cc2)cc1,-46.4,1.3,·,6.7,0.0,29.7,-4.8,23.9,-7.7
O=S(=O)(NC(=S)NC1CCCCC1)c1ccc(Br)cc1,-3.2,1.1,10.6*,-24.2,0.3,-24.9,-0.5,3.4,0.8
C[n+]1ccc(/C=C/c2ccc(Br)cc2)cc1,-69.2,0.8,0.0111,12.5[20 µM],0.8,-32.4,-16.1,16.2,-2.0
O=C(Cc1ccccc1)NCc1n[nH]c(=S)n1-c1ccc(Br)cc1,-1.3,-0.6,-0.00913,-32.8,0.3,-29.3,-22.6,18.2,4.2
COc1ccc2nc(/C=N/NC(=O)CCNC(=O)OC(C)(C)C)ccc2c1,-73.6,2.4,-0.533,-30.9,3.6,-294.9,-15.9,12.7,0.1
Cc1oc(C(C)(C)C)cc1C(=O)NC1CCN(Cc2ccccc2)CC1,6.0,4.7,-0.205,-12.0,1.9,-5.0,-5.5,27.0,-0.4

Limited to Tb hexokinase and zfTRPN1 agonist, for two of the compounds above:
Structure | Tb hexokinase | zfTRPN1 agonist
CCC(=O)N1CCN(c2ccc(NC(=O)COc3ccccc3Cl)cc2)CC1 | -7.2 | 2.5
COc1ccc2nc(/C=N/NC(=O)CCNC(=O)OC(C)(C)C)ccc2c1 | -73.6 | 2.4

Next part.
molecule,Tb hexokinase,zfTRPN1 agonist,Cl transport mod,Furin inh,TRPML3 agonist,Calpain2 inh,EBV gp42 block,PPC-1+TRAIL kill,Thrombin inh
CCOC(=O)CSc1nnc(Cn2nnc(-c3ccccc3)n2)n1CC,0.6,1.3,·,-22.0[20 µM],0.0,-8.7,2.4,16.7,-14.7
O=C1c2cccc3cccc(c23)C(=O)N1CCCc1n[nH]c(=S)n1-c1ccccc1,-8.2,1.4,0.22,-15.5,0.6,-10.5,-2.1,8.9,1.6
COc1cc(S(=O)(=O)NCC2COCCO2)ccc1-n1cnnn1 (stereo not drawn),7.9,1.9,0.602,-31.1,0.2,25.0,-4.0,24.0,1.8
Cc1cc(/C=N\NC(=O)CC(=O)NC2CCCCC2)c(C)n1-c1cccc(Cl)c1Cl,29.2,-2.0,-1.89,1.0,-0.7,-36.5,-22.7,-10.0,-4.7
Cc1nn(Cc2cccc(C(=O)N3CCCC(C)C3)c2)c(C)c1[N+](=O)[O-] (stereo not drawn),-7.7,1.3,0.0748,-10.3,1.7,-7.4,1.2,11.0,-1.2
CC(C)C1N=C2c3ccccc3N=C(SCC#N)N2C1=O (stereo not drawn),-8.7,1.1,·,-15.5,0.2,-186.5,2.2,-4.6,-3.3
COc1cc(OC)cc(-c2nnc(N(C)C(=O)c3ccncc3)s2)c1,-9.9,0.7,-0.558,-19.5,0.4,-9.7,-0.1,3.6,-20.4
CCCC(=O)Nc1sc(C(=O)Nc2cccc(N)c2)c(C)c1C(=O)OC,-6.1,-1.0,-1.8,-28.1,-0.6,-18.2,-17.1,18.1,-5.4
Cc1c2ccccc2nc2c(F)c(NCCO)c(F)c(F)c12,-3.7,0.1,i,-7.0,1.2,-51.0,186.7*,23.2,-5.7
CCCCCc1c(C)nc(SCC(=O)O)[nH]c1=O,-3.8,-0.8,-0.43,-24.2[20 µM],0.1,-23.1,-7.4,11.0,3.2
Cc1ccc(NCc2ccccc2O)c(C)c1,-3.5,-2.9,0.16,-18.9,-0.8,-7.3,3.6,9.6[5 µM],-12.1
CCOC(=O)C1=C(C)N=c2s/c(=C/c3ccccc3)c(=O)n2C1c1ccc(OC)c(OC)c1 (stereo not drawn),-16.3,0.6,-4.38,-4.6,0.0,-48.2,-14.4,17.2,5.0
COc1ccc(CCNC2CC(=O)N(C3CCCCC3)C2=O)cc1OC (stereo not drawn),-9.0,0.6,0.758,-25.7,1.8,1.0,6.9,15.0,3.7
Cc1nc2c(C#N)c(-c3ccc(Cl)cc3)ccn2n1,7.7,-0.3,0.161,-14.1,0.4,4.5,-1.5,29.4,-1.7
O=c1ccsn1Cc1ccccc1,0.6,3.7,-3.23,-20.8,2.6,-14.1,-23.5,-22.9,0.9
O=[N+]([O-])c1cccc(-c2ccc(/C=N/Nc3nc(N4CCCCC4)nc(N4CCCCC4)n3)o2)c1,-31.3,-0.5,-1.78,-13.7,1.3,-50.1,-9.5,38.8,-3.4
CCc1ccc(N2C(=O)C(Cl)=C(N3CCOCC3)C2=O)cc1,-1.2,0.5,-0.746,-24.2,0.9,6.5,-1.1,5.9,-5.1
CCOC(=O)c1cnc(-c2ccccc2)nc1Oc1ccc(C)cc1,2.9,-1.0,·,-2.5[20 µM],1.2,21.7,-17.1,25.8,1.3
COc1ccc(CCn2c(NN=C(C)C)nc3c2c(=O)[nH]c(=O)n3C)cc1,-11.4,-0.1,0.169,-16.0,0.4,-4.7,-13.5,5.6,-3.0
O=C(c1cc(-c2ccc(Cl)cc2Cl)on1)N1CCN(C(=O)c2ccco2)CC1,2.8,-0.4,-0.397,-7.9[20 µM],0.8,1.8,-20.6,17.1,4.2
